TbPYK inhibitor – blocks Trypanosoma brucei pyruvate kinase | Q57TT1 | TbPYK enzyme, Kinase-Glo Plus ATP luminescence, 45 min | Potency, µM (series often up to 76.8 µM), inactives show top-dose activity, negative = inhibition, hits mostly inhibitors | hit rate 0.12% among 410,000; note: potency is the fitted concentration of half-maximal effect; nearly all actives have a fitted effect of over 50% in size
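In this concentration-response screen, enzyme-free wells defined baseline while DMSO plates tracked drift. Each reaction combined TbPYK, substrate, compound and 130 uM ADP for 45 min at room temperature. Kinase-Glo Plus luminescence gave the signal.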
HCV inh – inhibitors of hepatitis C virus infection | Huh7.5.1 HCVcc-Cre infection, luciferase reporter, 44 h | Potency, µM (doses to about 41.8 µM), for inactives: at the top dose activity change, negative = inhibition, most hits filed as inhibitors | hit rate 3.4% among 340,000 | AID 651820; note: potency is the fitted concentration of half-maximal effect
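Reporter virus HCVcc-Cre (~0.5 moi) infects cells exposed to compound; seeding density 1,000 cells/well with 4 h settling beforehand. Luminescence, 15 sec read, taken 44 h post-infection following a 15 min RT substrate incubation.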
HCMV inh – human cytomegalovirus inhibition. AID 1259415. activity change, negative = inhibition, % at 57.5 µM. HFF cells, HCMV-luciferase reporter, 72 h; hits give low values. hit rate 4.5% among 410,000; in the data active = activity change below about -60%; inconclusive = no clear call, values can overlap the other calls; inactive = above about -39%
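HFF cells seeded 16 h at 37C, treated with compounds, infected with luciferase-reporter HCMV at MOI 1 PFU/cell; luciferase read at 72 h post infection, normalized to buffer-only and Salinomycin controls.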
LmPK inhibitor – inhibitors of Leishmania mexicana pyruvate kinase. purified LmPK, Kinase-Glo ATP luminescence, 1 h. Q27686. Potency, µM (titrated, usually from 57.5 µM), for inactives: at the top dose activity change, negative = inhibition, usual class: inhibitors. hit rate 0.37% among 290,000. AID 1721; note: potency is the fitted concentration of half-maximal effect
Target sequence (Q27686 whole entry, looked up): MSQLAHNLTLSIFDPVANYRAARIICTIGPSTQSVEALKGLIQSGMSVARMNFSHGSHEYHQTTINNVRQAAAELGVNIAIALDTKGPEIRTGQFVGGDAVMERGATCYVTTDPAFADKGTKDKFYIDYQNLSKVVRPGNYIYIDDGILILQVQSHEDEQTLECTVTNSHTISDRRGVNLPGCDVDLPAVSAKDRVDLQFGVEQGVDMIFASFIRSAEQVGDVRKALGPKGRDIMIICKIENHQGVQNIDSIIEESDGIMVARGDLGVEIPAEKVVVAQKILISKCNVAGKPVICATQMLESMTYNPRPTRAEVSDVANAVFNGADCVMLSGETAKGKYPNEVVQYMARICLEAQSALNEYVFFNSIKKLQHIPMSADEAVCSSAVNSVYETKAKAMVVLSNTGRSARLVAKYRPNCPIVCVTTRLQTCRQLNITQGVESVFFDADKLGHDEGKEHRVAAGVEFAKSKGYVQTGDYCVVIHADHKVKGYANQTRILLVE
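qHTS format; LmPK 0.1 nM; substrates PEP 0.5 mM and ADP 0.1 mM. One-hour room-temperature incubation, then coupled luciferase luminescence; 0.5 nM enzyme wells mark activation.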
AMA1 RON2 block – inhibitors of Plasmodium falciparum AMA1-RON2 interaction; AlphaScreen AMA1-biotinylated RON2 peptide binding; hit rate 0.2% among 360,000; Potency, µM (series often up to 58.2 µM), for inactives: at the highest dose activity change, negative = inhibition, hits mostly inhibitors;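 note: potency is the fitted concentration of half-maximal effect; 0% = vehicle wells and -100% = peptide control; nearly all actives have a fitted effect of over 45% in size; some results filed as inactive show a strong effect at the top dose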
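AMA1 (3D7) with his tag at 25 nM final met compounds first, then biotinylated RON2 peptide at 25 nM; detection used donor plus acceptor beads, 10 µg/mL apiece, read by AlphaScreen after 30 min at room temperature.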
AmpC no deterg – inhibitors of E. coli AmpC beta-lactamase without detergent | P00811 | AmpC nitrocefin hydrolysis, absorbance 480 nm, 0.0001% Triton | Potency, µM (series often up to 57.1 µM), for the others: at the highest dose activity change, negative = inhibition, hits mostly inhibitors | hit rate 0.52% among 330,000 | AID 485341;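 note: potency is the fitted concentration of half-maximal effect; plate controls were no compound for no effect and no enzyme for full effect; nearly all actives have a fitted effect of over 20% in size; some results filed as inactive show a strong effect at the top dose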
Target sequence (P00811 whole entry, looked up): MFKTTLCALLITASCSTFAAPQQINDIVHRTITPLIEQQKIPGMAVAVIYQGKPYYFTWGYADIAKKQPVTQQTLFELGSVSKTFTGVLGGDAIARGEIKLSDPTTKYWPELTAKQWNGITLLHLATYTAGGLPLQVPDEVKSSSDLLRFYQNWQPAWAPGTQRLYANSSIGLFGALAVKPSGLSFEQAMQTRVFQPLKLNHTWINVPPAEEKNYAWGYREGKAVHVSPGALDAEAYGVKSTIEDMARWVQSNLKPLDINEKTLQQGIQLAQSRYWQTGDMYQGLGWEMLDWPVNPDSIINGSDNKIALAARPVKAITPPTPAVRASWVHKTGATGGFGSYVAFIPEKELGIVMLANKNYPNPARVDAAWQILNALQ
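AmpC (5.3 nM in the dispensed reagent) in 20 mM phosphate pH 7.0 with 0.01% (detergent screen) or 0.0001% Triton X-100 was preincubated with compounds for 15 min at room temperature. Nitrocefin was then added from an 800 uM solution, and hydrolysis was followed at 480 nm.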
AmpC inh detg – inhibitors of E. coli AmpC beta-lactamase with detergent; hit rate 0.041% among 370,000; Potency, µM (titrated, usually from 114 µM), for the others: at the top dose activity change, negative = inhibition, hits mostly inhibitors; AID 485294; AmpC hydrolysis of nitrocefin, absorbance 480 nm, 0.01% Triton;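 note: potency is the fitted concentration of half-maximal effect; 0% = no-compound wells and -100% = no-enzyme wells; nearly all actives have a fitted effect of over 25% in size; some results filed as inactive show a strong effect at the top dose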
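AmpC (5.3 nM in the dispensed reagent) in 20 mM phosphate pH 7.0 with 0.01% (detergent screen) or 0.0001% Triton X-100 was preincubated with compounds for 15 min at room temperature. Nitrocefin was then added from an 800 uM solution, and hydrolysis was followed at 480 nm.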
* = called active by the depositor; ? = inconclusive; · = no result given; & = joins results of further samples; [ ] = remark or other dose. Unless noted, calls come from the whole dose curve; as a rule, active = well fitted curve in the direction sought with a large enough effect; inconclusive = small, poorly fitted or top-dose-only effect, or another doubt; inactive = no such curve, though single readings can be large; an effect the other way counts as inactive or inconclusive. Unless noted, % is set by controls: 0 for no effect and ±100 for the full control effect.

structure	TbPYK inhibitor	HCV inh	HCMV inh	LmPK inhibitor	AMA1 RON2 block	AmpC no deterg	AmpC inh detg
Cn1c(/C=C/c2ccccc2[N+](=O)[O-])nc2ccccc2c1=O	-3%	?	6	-4%	1%	-2%	-11%
Cc1ccc(C)c(NC(=S)NNC(=O)c2csc3c2CCCC3)c1	-10%	?	-24	3%	33%[activator]	-35%	-11%
CCn1c(SCC(=O)c2cc(C)n(-c3ccc(C(=O)OC)cc3)c2C)nnc1-c1cccnc1	-26%	?	20	4%	17%	124%[activator]	?
COC(=O)c1ccccc1NC(=O)Cn1cnc2c1c(=O)n(C)c(=O)n2C	4%	-3%	19	·	-5%	·	·
COC(=O)CCCNS(=O)(=O)c1ccc2ccccc2c1	-14%	-6%	21	9%	-9%	-13%	?
C[C@@H]1NC(=O)c2cc([N+](=O)[O-])cc(I)c2NCCCC[C@@H](C(N)=O)NC(=O)[C@H](CCC(=O)O)NC1=O	-7%	-8%[8.37 µM]	·	2%	-15%	-28%	-9%
CN1C=CC(=O)[C@@H](O)[C@H]1c1ccccc1Br	0%	8%[8.37 µM]	-9	·	16%	·	·
CC1CCCN(CCCNC(=O)c2ccc(N3CCCC3=O)cc2)C1 (stereo not drawn)	0%	17%	28	-3%	-22%	-4%	-1%
CCN(CC)C(=O)Cn1cc(SCC(=O)NC2CCCCC2)c2ccccc21	-3%	·	6	·	-2%	·	·
COc1ccccc1-n1c(SC)nc2c(sc(=S)n2-c2ccccc2)c1=O	2%	11%	-18	-3%	-3%	-9%	0%
O=C(CC1SC(N2CCCCC2)=NC1=O)Nc1ccc(C(=O)Nc2ccccc2)cc1 (stereo not drawn)	-5%	-10%	11	·	-11%	3%	-10%
O=C1CCCCN1CCC(=O)N1CCCC(N2CCN(c3cccc(Cl)c3)CC2)C1 (stereo not drawn)	3%	3%	20	1%	2%	30%	-12%
O=C(NCCCNC(=O)c1ccccn1)c1ccc(Cl)cc1	0%	2%	-5	0%	68%[activator]	-20%	-10%
COc1ccc(Cc2nc3ccc(C(=O)NCC4CCOCC4)cc3o2)cc1OC	-6%	-21%	36	-9%	11%	27%	2%
C=CCN(CC=C)C(=O)c1ccc(OC2CCN(S(=O)(=O)N(C)C)CC2)cc1	1%	-4%	?	5%	7%	121%[activator]	1%
CCOc1ccccc1C(=O)Nc1ccc(C(=O)c2ccccc2)cc1	-1%	?	22	3%	9%	-24%	-3%
COc1ccccc1N(CC(=O)N/N=C(\C)c1ccccc1O)S(=O)(=O)c1ccc(C)cc1	-1%	10µM*	-69*	-4%	65%[activator]	-20%	4%
CCCCN(CC)CCNC(=O)C1CCCN(S(=O)(=O)c2cccc3nsnc23)C1 (stereo not drawn)	-7%&4%	1%	-6&8	-2%	-2%	-4%	-16%&-3%
N#Cc1ccc(NC(=O)CN2CCN(c3ccccn3)CC2)cc1	10%	-12%	2	-3%	-2%	2%	-8%
CCNC(=O)C1(C)CCCN(Cc2csc(-c3ccccc3)n2)C1 (stereo not drawn)	-6%	·	-5	·	-2%	·	·
CC(=O)Nc1ccc(N2C(=O)CSC2c2cccc([N+](=O)[O-])c2)cc1 (stereo not drawn)	0%	19%	-31	-4%	-7%	-17%	4%
CCOC(=O)c1ccc2[nH]c3c(c2c1)CCCCC3=O	4%	?	-37	0%	-6%	-13%	?
O=C(CNCc1cccs1)NC12CC3CC(CC(C3)C1)C2	-1%	13%	-29	-2%	6%	-18%	0%
CC(C(=O)Nc1ccc(C#N)cc1)N(C)Cc1cccs1 (stereo not drawn)	4%	15%	2	9%	-4%	-15%	-6%
CC(SCc1ccccc1)C(=O)Nc1ccc2c(c1)OCO2 (stereo not drawn)	3%	-15%	-34	3%	-1%	-25%	1%

Next part:
structure	TbPYK inhibitor	HCV inh	HCMV inh	LmPK inhibitor	AMA1 RON2 block	AmpC no deterg	AmpC inh detg
Cc1nc(SCC(=O)c2ccccc2)c([N+](=O)[O-])[nH]1	0%	1%	15	-5%	-9%	-8%	1%
COc1ccccc1NC(=O)N1CCCC1C(=O)NCC1CCCO1 (stereo not drawn)	6%	13%	?	0%	0%	1%	4%
O=C1CCC(C(=O)N(Cc2cccs2)C2(C(=O)NC3CCCCC3)CCCCC2)N1 (stereo not drawn)	0%	13%	-17	-3%	4%	2%	0%
CCOC(=O)CN(C#N)c1nc(C)cc(C)n1	2%	13%	16	-2%	-2%	-5%	2%
CC1=NNC(=O)C1CCC(=O)N/N=C(/C)c1ccc([N+](=O)[O-])cc1 (stereo not drawn)	-1%	27%	80	0%	-2%	-17%	?
CC1(C)Cc2cccc(OCC(=O)OCC(=O)Nc3ccccc3)c2O1	1%	8%	13	·	-16%	-12%	-15%
Cc1ccn2c(=O)nc(SCC(=O)N3CCC(Cc4ccccc4)CC3)nc2c1	0%	-24%	1	·	-18%	68%[activator]	-9%
COc1cc(/C=C(\C#N)c2nc3c(s2)CC(C)CC3)ccc1O (stereo not drawn)	·	·	73	1%	·	16%	-5%
Cc1cccc(OCC(=O)NCCCNC(=O)c2cnccn2)c1	-1%	-11%	1	0%	5%	-14%	-2%
C=CCc1cccc(/C=N/n2c(C)nnc2C)c1O	6%	18%	-34	-3%	-15%	-2%	1%
Cc1cc(C(=O)CSc2cccc[n+]2[O-])c(C)n1-c1ccc(Br)cc1	·	·	·	7%	·	96%[activator]	7%
COc1ccc(CCNC(=O)CSc2nc(-c3ccc(OC)c(OC)c3)ccc2C#N)cc1	-6%	1%	-15	-8%	-4%	3%	-4%
O=C(CN1C(=O)NC(c2ccccc2)(c2ccccc2)C1=O)N1CCOCC1	2%	0%	73	·	12%	3%	-12%
C/C(=C\c1ccccc1)C(=O)Nc1ccc(Cl)cn1	4%	-8%	110	1%	-1%	-34%	1%
O=C(C1=C(Nc2ccccc2)c2ccccc2S(=O)(=O)N1)c1ccccc1	-9%	6%	-16	-7%	17%	-54%	1%
CC(=O)OCC1OC(n2cc(F)c(=O)[nH]c2=O)C(OC(C)=O)C1OC(C)=O (stereo not drawn)	1%	-8%	-17	·	-14%	·	·
COc1ccc(CCNC(=O)C(=O)NCC(c2ccco2)S(=O)(=O)c2ccc(C)cc2)cc1 (stereo not drawn)	-6%	·	-13	·	·	·	-1%
CC(C)(C)NC(=O)c1ccc(Cn2cc(C(F)(F)F)ccc2=O)cc1	2%	-5%	-29	1%	-11%	-7%	4%
CC(C)NC(=O)Cc1ccc(Br)cc1	-4%	17%	-13	0%	1%	·	0%
O=C(OC(C(=O)NC1CCCC1)c1ccc(F)cc1)c1ccno1 (stereo not drawn)	3%	28%	12	-2%	-3%	-9%	?
S=C(NCc1ccc(Cl)c(Cl)c1)Nc1ccc2c(c1)OCO2	-2%	-18%	-29	0%	2%	-34%	?
CCOC(=O)c1c(NC(=O)c2ccc(S(=O)(=O)N(CC)CC)cc2)sc2c1CCCCC2	-3%	·	49	·	·	·	-9%
COc1ccc(CCNC(=O)CCNC(=O)c2ccc(Cl)cc2)cc1OC	-9%	2%	1	-2%	3%	0%	-5%
CCc1cccc(OCC(=O)Nc2ccccc2N2CCCC2)c1	-1%	-14%	-26	·	-24%	-26%	-3%
Cc1ccc(OCc2cc(C(=O)N3CCN(C4CCCC4)CC3)no2)cc1C	4%	-24%	·	1%	-23%	216%[activator]	1%

In the list so far, four contain two or more sulfur atoms.
structure	TbPYK inhibitor	HCV inh	HCMV inh	LmPK inhibitor	AMA1 RON2 block	AmpC no deterg	AmpC inh detg
Cc1ccc(C)c(NC(=S)NNC(=O)c2csc3c2CCCC3)c1	-10%	?	-24	3%	33%[activator]	-35%	-11%
COc1ccccc1-n1c(SC)nc2c(sc(=S)n2-c2ccccc2)c1=O	2%	11%	-18	-3%	-3%	-9%	0%
CCCCN(CC)CCNC(=O)C1CCCN(S(=O)(=O)c2cccc3nsnc23)C1 (stereo not drawn)	-7%&4%	1%	-6&8	-2%	-2%	-4%	-16%&-3%
CCOC(=O)c1c(NC(=O)c2ccc(S(=O)(=O)N(CC)CC)cc2)sc2c1CCCCC2	-3%	·	49	·	·	·	-9%

Remaining list, next part
structure	TbPYK inhibitor	HCV inh	HCMV inh	LmPK inhibitor	AMA1 RON2 block	AmpC no deterg	AmpC inh detg
CCOC(=O)C(Cc1c(F)cccc1Cl)c1ccno1 (stereo not drawn)	3%	2%	-26	0%	5%	0%[2.29 µM]	0%
COc1cc(/C=C2\Oc3cc(O)ccc3C2=O)ccc1O	-5%	-14%	76	-16%	-2%	-33%	5%
Cc1cc(N2C(=O)c3ccccc3C2=O)n(C)n1	-10%	16%	-27	4%	-18%	3%	-5%
COc1cc(C(c2nnnn2C2CCCC2)N2CCc3ccccc3C2)ccc1O (stereo not drawn)	-56%	13%	50	0%	-13%	-21%	-15%
CC(=O)N1c2ccc(S(=O)(=O)N3CCC(C(=O)N4CCCC(C)C4)CC3)cc2CC1C (stereo not drawn)	-6%	?	-23	2%	1%	64%[activator]	3%
CCOc1ccccc1CNC(=O)Cn1nc(N2CCN(c3ccccc3)CC2)ccc1=O	-1%	·	-28	·	·	·	0%
Cc1nc(NCCCO)c(C#N)c2c1COC(C)(C)C2	-6%	-18%	-21	4%	0%	21%	?
O=C(Nc1cccc(-c2nnn(CC(=O)N3CCc4ccccc4C3)n2)c1)C1CCC1	-9%	?	-31	2%	-5%	-20%	0%
S=c1nc(-c2sccc2OCc2ccc(Cl)cc2Cl)[nH][nH]1	?	-25%	?	4%	73%[activator]	-49%	?
O=C(CCc1ccccc1)NNC(=S)NC(=O)c1ccc(Cl)cc1	?	?	-6	1%	123%[activator]	-16%	-13%
CN(C)c1cccc2c1c(NC(=O)Nc1ccc(F)cc1F)nn2C	-6%	?	-63*	3%	-9%	-5%	6%
N=c1c(C(=O)NCc2ccco2)cc2c(=O)n3ccccc3nc2n1CC1CCCO1 (stereo not drawn)	0%	?	-2	·	-10%	·	·
COCc1ccccc1C1=CC(=O)C[C@H](c2ccc(F)cc2)C1	-1%	10%	14	·	29%	19%	-4%
CCOc1ccccc1NC(=O)Cn1nnc(C(=O)NCc2ccco2)c1N	5%	-49%	-90*	1%	0%	-23%	-14%
Cn1cnnc1SCC(=O)c1cc2ccccc2oc1=O	?	22%	44	-10%	2%	-26%	-13%

Screening data deposited in PubChem BioAssay by National Center for Advancing Translational Sciences (NCATS).
